Compound activity as filed in PubChem.
ERG-DNA inh: ERG Ets/DNA interaction inhibition. fluorescence polarization, His-ERG Ets domain / labelled DNA. Potency, µM (doses to about 76.9 µM), for the others: at the highest dose FP activity, negative = inhibition, most hits filed as inhibitors. 370,000 compounds, 0.028% hits. AID 624246; active means well fitted inhibition curve with a large enough effect in the polarisation, with a control signal flat; inconclusive means small, poorly fitted or top-dose-only effect, or effect the other way, or a change in a side signal; inactive means no such curve, though single readings can be large or run the other way; the % refers to the polarisation;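 further: polarization taken with two DNA probes labelled with fluorescein and Texas red; potency means the concentration at half of the fitted maximal effect; % of control where 0% means no effect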
Target sequence (P11308 whole entry, looked up, the tested form may be a part): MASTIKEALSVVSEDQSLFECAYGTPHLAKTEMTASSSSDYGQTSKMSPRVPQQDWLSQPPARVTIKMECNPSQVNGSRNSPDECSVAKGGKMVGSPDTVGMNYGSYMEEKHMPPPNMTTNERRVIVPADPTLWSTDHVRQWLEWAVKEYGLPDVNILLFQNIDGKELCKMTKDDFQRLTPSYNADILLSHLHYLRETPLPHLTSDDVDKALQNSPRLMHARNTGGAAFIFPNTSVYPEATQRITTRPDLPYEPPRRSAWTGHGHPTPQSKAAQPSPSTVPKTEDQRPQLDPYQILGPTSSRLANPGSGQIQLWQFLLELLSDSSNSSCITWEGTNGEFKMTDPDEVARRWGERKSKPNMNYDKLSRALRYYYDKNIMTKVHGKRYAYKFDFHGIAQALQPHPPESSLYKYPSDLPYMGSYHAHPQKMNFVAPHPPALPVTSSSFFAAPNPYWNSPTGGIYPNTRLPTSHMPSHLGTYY
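His-tagged ERG Ets domain (1 uM in the protein solution; 300mM KCl, 50mM Tris-HCl, 1mM EDTA, 1mM DTT, pH 7.5) received compound, then a probe mix of 5 nM fluorescein-DNA and 100nM Texas-615-DNA. Fluorescence polarization was read for both dyes.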
PI4K2A block: PI4K2A (human) kinase inhibition; Q9BTU6; purified PI4K2A, ADP-Glo luminescence, 1 h; active compounds read low; activity change, negative = inhibition, % at 76.9 µM; 420,000 compounds, 0.13% hits; AID 1346378; in the data active means activity change below about -50%; inconclusive means mostly about -30% to -49%;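 further: -100% = wells without enzyme as full effect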
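In this quantitative HTS, ADP production by PI4K2A was quantified luminescently after 1 h at ambient temperature; 100 microM adenosine served as plate-quality control.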
Pin1 inhibitor: human Pin1 inhibition; Q13526; Pin1 FP peptide displacement, HiFluor488, 10 min; Potency, µM (highest dose often 115 µM), for the others: at the highest dose activity, negative = inhibition, most hits filed as inhibitors; 390,000 compounds, 0.009% hits; AID 504891; active means well fitted inhibition curve with a large enough effect in the polarisation, with a control signal flat, not every such curve was filed as active; inconclusive means small, poorly fitted or top-dose-only effect, or effect the other way, or a change in a side signal; inactive means no such curve, though single readings can be large or run the other way; the % refers to the polarisation; further: potency means the concentration at half of the fitted maximal effect; on the % scale 0 is the no-effect control and ±100 the full control effect
GLS inh: blocks human kidney-isoform glutaminase activity | Potency, µM (series often up to 45.5 µM), for the others: at the top dose activity change, negative = inhibition, most hits filed as inhibitors | AID 624170 | O94925 | 410,000 compounds, 0.21% hits | GLS enzymatic activity, qHTS titration; further: potency means the concentration at half of the fitted maximal effect; on the % scale 0 is the no-effect control and ±100 the full control effect
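hKGA; 45 mM KH2PO4 pH 8.2 + 0.02% Tween-20; cpd via pin tool; 1 mM Gln soln; GluOx/HRP/Amplex Red; RT 30 min; fluor. t0 & final.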
HP1b chromo inh: blocks HP1-beta chromodomain binding to methylated histone tails. P83916. AlphaScreen HP1-beta / biotin-H3K9me3 peptide binding. Potency, µM (titrated, usually from 114 µM), for the others: at the top dose activity change, negative = inhibition, most hits filed as inhibitors. 390,000 compounds, 0.56% hits. AID 540317; further: potency means the concentration at half of the fitted maximal effect; nearly all actives have a fitted effect of over 70% in size; inactives centre near 23
Target sequence (P83916 whole entry, looked up): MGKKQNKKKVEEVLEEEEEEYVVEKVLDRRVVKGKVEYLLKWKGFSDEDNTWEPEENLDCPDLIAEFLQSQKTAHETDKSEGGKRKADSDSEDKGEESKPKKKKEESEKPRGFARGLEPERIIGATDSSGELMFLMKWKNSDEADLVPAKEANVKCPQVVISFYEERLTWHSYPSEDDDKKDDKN
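HP1-beta protein (50 nM final) preincubated 30 min at room temperature with biotinylated H3(1-18)K9me3 peptide (50 nM) in PBS pH 7.4, 0.01% Tween-20, then compound added for 30 min. AlphaScreen streptavidin donor/nickel chelate acceptor beads (10 ug/mL final), 30 min dark, luminescence read.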
PGK inhibitor: T. brucei PGK inhibition. P07378. PGK/GAPDH coupled, Kinase-Glo luminescence, 60 min. Potency, µM (top dose mostly 57.5 µM), inactives show at the highest dose activity change, negative = inhibition, most hits filed as inhibitors. 380,000 compounds, 0.043% hits. AID 602233; further: potency means the concentration at half of the fitted maximal effect; on the % scale 0 is the no-effect control and ±100 the full control effect; nearly all actives have a fitted effect of over 60% in size
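Recombinant glycosomal PGK reaction used 1,3-bisphosphoglycerate generated in-well by GAPDH (100nM final) in 100mM TEA pH 7.6, 5mM MgCl2, 0.01% Tween-20. After 60 minutes at room temperature, ATP was read by Kinase-Glo Plus luminescence end-point.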
JMJD2A Tudor: JMJD2A Tudor domain (human) inhibition; AlphaScreen JMJD2A-Tudor / H3K4me3 peptide binding; Potency, µM (top dose mostly 114 µM), inactives show top-dose activity change, negative = inhibition, hits mostly inhibitors; 390,000 compounds, 4.4% hits; AID 504339; further: potency means the concentration at half of the fitted maximal effect; on the % scale 0 is the no-effect control and ±100 the full control effect; nearly all actives have a fitted effect of over 50% in size
G9a inh: blocks human histone lysine methyltransferase G9a; Potency, µM (titrated, usually from 102 µM), for the others: top-dose activity, negative = inhibition, most hits filed as inhibitors; G9a H3K9 monomethylation, AlphaScreen, 2 h; Q96KQ7; AID 504332; 350,000 compounds, 8.8% hits; further: potency means the concentration at half of the fitted maximal effect; on the % scale 0 is the no-effect control and ±100 the full control effect; nearly all actives have a fitted effect of over 75% in size
Target sequence (Q96KQ7 913-1193 limits assumed): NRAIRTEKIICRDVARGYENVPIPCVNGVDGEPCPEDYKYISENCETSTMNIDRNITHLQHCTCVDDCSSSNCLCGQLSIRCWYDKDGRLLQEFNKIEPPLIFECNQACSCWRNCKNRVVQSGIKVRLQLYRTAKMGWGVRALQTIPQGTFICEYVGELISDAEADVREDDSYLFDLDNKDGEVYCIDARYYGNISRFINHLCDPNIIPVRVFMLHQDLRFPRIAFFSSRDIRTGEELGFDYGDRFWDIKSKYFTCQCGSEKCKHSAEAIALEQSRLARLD
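Chemiluminescent proximity detection of H3K9 monomethylation, read after 10 min bead incubation in the dark. Reaction: 20 nM G9a, 500 nM biotin-H3K9 peptide, 20 uM SAM cofactor, 2 h, room temperature, following 15 min enzyme-compound preincubation.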
BAZ2B block: BAZ2B (human) inhibition. AlphaScreen BAZ2B-H3K14Ac peptide displacement. 360,000 compounds, 4.4% hits. Potency, µM (doses to about 114 µM), for the others: top-dose activity change, negative = inhibition, most hits filed as inhibitors. Q9UIF8; further: potency means the concentration at half of the fitted maximal effect; on the % scale 0 is the no-effect control and ±100 the full control effect; nearly all actives have a fitted effect of over 60% in size
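AlphaScreen luminescence quantifies BAZ2B engagement of H3K14Ac peptide; the protein and biotinylated peptide are both at 50 nM final, buffer PBS pH 7.4 with 0.01% Tween-20, all steps at room temperature.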
Numbers without * were called inactive; i = inactive; ? = inconclusive; . = not tested or not shown; & = joins results of further samples; [ ] = another dose, or the depositor's remark. Unless noted, the call rests on the fitted dose curve; in most records, active means well fitted curve in the direction sought with a large enough effect; inconclusive means small, poorly fitted or top-dose-only effect, or another doubt; inactive means no such curve, though single readings can be large; an effect the other way counts as inactive or inconclusive. This is a subset, so the mix of outcomes need not match the whole.

The line under a structure holds: ERG-DNA inh, PI4K2A block, Pin1 inhibitor, GLS inh, HP1b chromo inh, PGK inhibitor, JMJD2A Tudor, G9a inh, BAZ2B block
1. O=c1oc(Cl)c(Cl)c2ccccc12
    0%, 6&-4, 4%, 28%, -11%, -8%, ?, 6.7µM*, ?
2. CCN(CC)S(=O)(=O)c1cc(NC(=O)C(C)N2CC=C(c3ccccc3)CC2)ccc1C (stereo not drawn)
    -5%, -8, 28%, 9%, 6%, -12%, 1%, -8%, -32%
3. O=C(COC(=O)c1cccnc1Cl)NCCc1ccc(F)cc1
    -15%, 5, -1%, -14%, 46%[activator], -2%, 0%, ., .
4. COc1ccc(CNCCc2ccc3c(c2)OCO3)c(OC)c1OC
    -3%, -1, -6%, 2%, ?, -2%, 89µM*, 8.9µM*, 50µM*
5. CN1/C(=C\C=C2C(=O)NC(=O)NC2=O)C(C)(C)c2ccccc21
    7%, -1, ?, -1%, 37%, 3%, 4%, 18%[59 µM], -12%
6. Cc1cc(C)cc(NC(=O)CN2C(=O)CN=C(c3ccccc3)c3cc(Cl)ccc32)c1
    -3%, -2, 12%, 0%, 13%, -5%, -29%, ?, -13%
7. O=c1[nH]c(=S)n(-c2ccccc2)c(O)c1/C=N/N1CCOCC1
    7%, 2, 0%, 42%[activator], -1%, -2%, -15%, ?, ?
8. COc1ccccc1N1CCN(Cc2ccc(Br)cc2)CC1
    -5%, 4, -2%, 13%, 21%, i, -33%, ?, ?
9. CC(=O)c1c(C)[nH]c(C(=O)N2CCC3(CC2)OCCO3)c1C
    -9%, -1, ?, 5%, 14%, -5%, 0%, 12%[59 µM], -37%
10. CNC(C)(C)Cc1ccccc1
    10%, 8&2, -1%, -4%, 38%, 8%, -6%, -33%[59 µM], -3%
11. CNC(=O)Oc1cccc(-c2cn3cc(OC(=O)NC)ccc3n2)c1
    -29%, -7, ?, 5%, 123%, -12%, 10%, 246%[activator][59 µM], 49%[activator]
12. O=C(CF)NC(NC(=S)Nc1cccc([N+](=O)[O-])c1)C(Cl)(Cl)Cl (stereo not drawn)
    18%, 8, -3%, 15%, 20%, -2%, -28%, 35µM*, -39%
13. Fc1ccccc1CNCCc1ccc2c(c1)OCO2
    -2%, 1, -5%, -3%, -33%, -3%, 71µM*, 40µM*, -34%
14. Cc1nc2cc(F)ccc2n1C1CCN(Cc2nnnn2CCc2ccccc2)CC1
    3%, 0, -1%, -2%, -6%, i, -35%[57.1 µM], -16%[59 µM], 56µM*
15. CCC(=O)Nc1cc(C(=O)N2CCC3(CC2)OCCO3)ccc1S(=O)(=O)c1ccc(C)cc1
    15%, -2, 3%, 3%, 19%, -3%, -2%, ., -9%
16. COC(=O)c1cncn1C(C)c1ccccc1 (stereo not drawn)
    -18%, 2&-3, -2%, 7%&0%, 33%, -6%, -10%, ?, ?
17. CCN1C(=O)C(=Cc2ccc(N3CCOCC3)o2)C(=O)N(CC)C1=S
    58%[activator], 3, ?, 1%, -8%, -3%, -34%, ., 40µM*
18. CCC1C(c2cc(OC)c(OC)c(OC)c2)c2cc3c(cc2OC1N1CCCC1)OCO3 (stereo not drawn)
    -7%, 0, 4%, 4%, ?, 2%, ?, ., .
19. Cc1ccc(NC(=O)c2snnc2C)cc1Cl
    -12%, 1, -9%, 3%, 32%, i, -17%, -1%, -4%
20. COc1cccc(C(=O)C2CCCN(Cc3ccon3)C2)c1 (stereo not drawn)
    0%, -1, -1%, -1%, 22%, 3%, -3%, -1%[12.7 µM], -13%
21. C/C(=N\N1CCCCCC1)c1c(O)n(-c2ccc(Cl)cc2)c(=O)[nH]c1=O
    4%, 1, 0%, -5%, 33%, i, -4%, -28%, -33%
22. CN1C(=O)C(=Cc2sc(=O)n(-c3ccccc3)c2N(C)C)C(=O)N(C)C1=O
    86%[activator], 1, ?, -12%, 1%, 0%, -18%, ?, -25%
23. O=C(Nc1ccc2c(c1)OCO2)c1cccn(Cc2cccc(F)c2)c1=O
    0%, 0, 3%, 4%, 13%, 7%, -5%, -1%[59 µM], 1%
24. CC(=Nc1ccccc1N)c1c(O)n(C)c(=O)[nH]c1=O
    -10%, -12, 0%, 3%, 26%, 9%, -10%, ., 4%
25. Cc1cccc(-n2c(O)c(C=NCCN3CCCCC3)c(=O)[nH]c2=O)c1
    -5%, -13, 8%, -10%, 25%, -2%, -7%, -1%, -1%
26. CC1C(c2ccccc2)OCCN1C (stereo not drawn)
    -19%, 12, -4%, 1%, 44%[activator], -6%, -5%, ., .
27. O=[N+]([O-])c1ccc(N2CCCC2)cc1N/N=C1\CN2CCC1CC2
    -6%, 5, 2%, 14%, ?, 7%, -35%, ?, ?
28. CCOC(=O)c1ccc(NC(=O)c2cccn(Cc3ccc(C)cc3)c2=O)cc1
    1%, -5, -7%, -12%, 3%, -1%, -8%, 11%[59 µM], 2%
29. COC(=O)COc1ccc(/C=C2\C(=O)NC(=S)N(c3ccc(C)cc3)C2=O)cc1OC
    -6%, -3, ?, -17%, 17%, -8%, ?, 11µM*, -31%
30. COc1cccc(N=Nc2c(O)[nH]c(=S)[nH]c2=O)c1
    -7%, -1, 61%[activator], -1%, 3%, -3%, -26%, 50µM*, -32%
31. CCOc1ccc(CC(=O)Nc2ccc3c(c2)N(C)C(=O)c2ccccc2S3)cc1OCC
    -4%, -3, 18%, 0%, 17%, -6%, -33%, 1%[59 µM], -17%
32. O=c1cc(C2CCNCC2)[nH][nH]1
    7%, -28, -17%, 26%, 17%, 0%, -4%, ?, -36%
33. NC(=O)c1c(NC(=O)c2ccc(S(=O)(=O)N(CCCl)CCCl)cc2)sc2c1CCCCC2
    2%, -3, 5%, 4%, 18%, -10%, -12%, 23%[59 µM], 5%
34. CN(C)c1ccc(/C=C/c2cc[n+](C)c3ccccc23)cc1
    163%&115%[activator], ?, 9%&23%, 25%&2%, 45µM*, ?, 22µM*, ?, 79µM*
35. NNC(=O)c1ccc(O)cc1
    0%, -1&-2, -10%, -4%, 47%[activator], -2%, -4%, ?, -8%
36. Cc1ccc(N=Cc2c(O)n(C)c(=O)n(C)c2=O)cc1
    -8%, -3, -2%, -6%, 41%[activator], 5%, 2%, 3%, -12%
37. CCOC(=O)CSc1ncnc2c1cnn2-c1ccc(C)cc1C
    2%, -2, -6%, -2%, 87%[activator], 1%, 36%, 68%[activator], 35%
38. Cc1cc(=O)oc2cc(OCC(=O)N3CCN(Cc4ccccc4)CC3)ccc12
    -3%, 2, 0%, 5%, 3%, 5%, -3%, ., .
39. Cc1ccc(-n2c(C)nc3ccccc3c2=O)c(C)c1
    -4%, -3, -1%, 14%, 17%, 4%, -15%, -20%, ?
40. Nc1ccc(C2(c3ccc(N)cc3)CN3CCC2CC3)cc1
    -4%, -11, -2%, 26%, 3%, 8%, -24%, 5.6µM*, -3%
41. CCCCc1ccc(NC(=O)c2cccn(Cc3ccc(Cl)cc3)c2=O)cc1
    7%, 1, 7%, -7%, 21%[57 µM], 1%, -12%, 58%[activator][59 µM], 13%
42. O=c1c2ccccc2[nH]c(=S)n1-c1ccc(Br)cc1
    -10%, 2, -6%, 0%, 35%, -6%, -15%, -8%, 12%
43. O=C1NC(=O)N(Cc2ccccc2Cl)C(=O)/C1=C/c1cccs1
    39%[activator], -19, 39%[activator], 12%, 35%, 1%, -14%, 11µM*, .
44. CN1[C@@H]2CC[C@H]1CC(OC1c3ccccc3CCc3ccccc31)C2 (stereo partly drawn)
    -1%, -1, -24%, -10%, -13%, i, 79µM*, -7%[5.15 µM], -25%
45. CCOc1ccccc1N1C(=O)NC(=O)C(CCc2ccncc2)(CCc2ccncc2)C1=O
    3%, -9, -5%, 4%, 11%, -1%, -3%, -8%[59 µM], 7%
46. CCCCCn1c(=O)c(C(=O)Nc2cccc(C)n2)c(O)c2ccccc21
    8%, 1, -6%, 5%, 29%, 9%, 8%, ., -2%
47. COc1ccc(C(=O)Cn2c(NCCO)nc3ccccc32)cc1
    8%, -5, -7%, 51%[activator], -2%, -4%, -13%, 2%, -35%

6 structures out of the list, sorted by heavy-atom count, highest first:
The line under a structure holds: ERG-DNA inh, PI4K2A block, Pin1 inhibitor, GLS inh, HP1b chromo inh, PGK inhibitor, JMJD2A Tudor, G9a inh, BAZ2B block
45. CCOc1ccccc1N1C(=O)NC(=O)C(CCc2ccncc2)(CCc2ccncc2)C1=O
    3%, -9, -5%, 4%, 11%, -1%, -3%, -8%[59 µM], 7%
31. CCOc1ccc(CC(=O)Nc2ccc3c(c2)N(C)C(=O)c2ccccc2S3)cc1OCC
    -4%, -3, 18%, 0%, 17%, -6%, -33%, 1%[59 µM], -17%
44. CN1[C@@H]2CC[C@H]1CC(OC1c3ccccc3CCc3ccccc31)C2 (stereo partly drawn)
    -1%, -1, -24%, -10%, -13%, i, 79µM*, -7%[5.15 µM], -25%
43. O=C1NC(=O)N(Cc2ccccc2Cl)C(=O)/C1=C/c1cccs1
    39%[activator], -19, 39%[activator], 12%, 35%, 1%, -14%, 11µM*, .
36. Cc1ccc(N=Cc2c(O)n(C)c(=O)n(C)c2=O)cc1
    -8%, -3, -2%, -6%, 41%[activator], 5%, 2%, 3%, -12%
35. NNC(=O)c1ccc(O)cc1
    0%, -1&-2, -10%, -4%, 47%[activator], -2%, -4%, ?, -8%
